VHR inh color = VHR1 phosphatase inhibitors, primary screen, biochemical, colorimetric, HTS; recombinant VHR phosphatase, colorimetric substrate read-out; inhibition, % at 20 µM; hit rate 0.7% among 50,000; in the data active = inhibition above about 60%; note: some results filed as inactive read as strong as hits
Target sequence (P51452 whole entry, looked up): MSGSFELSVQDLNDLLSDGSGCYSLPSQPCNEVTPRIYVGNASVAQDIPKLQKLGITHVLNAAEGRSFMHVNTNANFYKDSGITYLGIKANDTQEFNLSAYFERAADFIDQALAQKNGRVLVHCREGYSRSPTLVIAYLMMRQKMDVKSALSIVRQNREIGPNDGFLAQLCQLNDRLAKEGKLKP
Numbers without * were called inactive. An excerpt; rates above refer to the full screens.

SMILES	VHR inh color
CCCN1CCC(=NNC(=O)CCC(=O)NN=C2CCN(CCC)CC2)CC1	-4.6
Cc1ccc(-c2csc(N)n2)c(C)c1	-21.6
O=C(NCCO)C(=O)Nc1ccccc1	-4.1
Cc1cccc(CC2S/C(=N\N=C\c3cccc([N+](=O)[O-])c3)NC2=O)c1 (stereo unspecified)	-17.4
C=CCn1c(CCCN2C(=O)c3cccc4cccc(c34)C2=O)nnc1SC/C=C/c1ccccc1	-2.0
CCOc1ccccc1NC(=O)c1c(N)sc2c1CCC2	15.0
CCN(CC)c1ccc(NC(=O)/C=C/c2ccc(OC)c(Br)c2)cc1	-4.8
CCN(CC)CCCOc1ccc(I)cc1	6.6
Cc1c(C#N)c2ncn(Cc3ccccc3)c(=O)c2n1-c1ccccc1	-33.5
Oc1ccc(NC(=S)N=Nc2c(O)[nH]c3ccccc23)cc1	5.4
Cc1cc(-c2ccccc2)nc(N/N=C/c2ccc([N+](=O)[O-])cc2)n1	-29.2
COc1ccc(C2CC(c3ccc(F)cc3)=NN2c2ccccc2F)cc1OC (stereo unspecified)	0.3
COc1ccc2c(c1)CC/C(=C\c1ccccc1)C2=O	-5.1
O=[N+]([O-])c1ccc(C2SCCN2S(=O)(=O)c2ccc3ccccc3c2)cc1 (stereo unspecified)	-11.3
COc1ccc(OC)c(-n2c(O)c(C=NCc3ccc(F)cc3)c(=O)[nH]c2=O)c1	-10.0
O=S(=O)(O)c1cc(OS(=O)(=O)c2ccccc2)cc2ccccc12	0.8
CCn1c2ccccc2c2cc(C=Nc3cccc4c(=O)[nH][nH]c(=O)c34)ccc21	-1.3
O=C(Nc1nnc(-c2ccco2)s1)c1ccco1	-15.5
O=C(NCCC1=CCCCC1)c1cc2ccccc2oc1=O	45.8
CCOc1cccc(/C=C2\C(=O)NN(c3ccccc3)C2=O)c1O	-7.5
COCCNC(=O)C(=O)Nc1ccccc1F	-23.0
COc1cccc(N2C(=O)C(=O)/C(=C(\O)c3ccccc3)C2c2ccc(OC)c(OC)c2)c1 (stereo unspecified)	-6.2
CCn1c2ccccc2c2nnc(SCC(=O)Nc3nnc(C(C)C)s3)nc21	-4.3
COC(=O)c1ccc(NC(=O)CC2CCC2)cc1	-11.5
COc1cc(/C=C2/C(=O)NC(=S)N(c3ccccc3F)C2=O)ccc1OCc1ccc(C(=O)O)cc1	-0.5
O=C(CCNS(=O)(=O)c1ccccc1[N+](=O)[O-])Nc1ccc(I)cc1	5.7
Cc1ccc(/C(O)=C2\C(=O)C(=O)N(c3ccc(O)cc3)C2c2ccc(C)cc2)cc1 (stereo unspecified)	-0.6
CCCCS(=O)CC(O)COCC (stereo unspecified)	-25.8
Cc1ccccc1C(=O)NNC(=O)c1cccc2ccccc12	-9.5
CNS(=O)(=O)c1ccccc1C(=O)NNC1=NS(=O)(=O)c2ccccc21	-20.7
COc1cccc2c1NC(c1ccccc1Br)C1CC=CC21 (stereo unspecified)	11.5
CN1C2CCC1CC(=NOC(=O)c1ccc(F)cc1)C2	-36.2
Fc1ccc(Br)cc1C1Nc2cccc3cccc(c23)N1	-10.8
COc1cc(/C=C2/SC(=S)N(CC(=O)NCCCN3CCOCC3)C2=O)cc(OC)c1OC	33.3
O=C(CSc1nc2ccccc2c(=O)n1-c1ccccc1)Nc1ccc([N+](=O)[O-])cc1	-1.9
Cc1nc2nc(-c3ccccc3)[nH]c2cc1Br	-10.5
CC1=NN(c2cccc(F)c2)C(=O)/C1=C/c1cccs1	-10.4
O=C(c1ccc(OCc2ccccc2)cc1)c1coc2ccc(O)cc12	-15.5
CC1=C(C#N)c2nc(N)c(C#N)c(C)c2/C1=C\c1ccc(-c2ccccc2C(=O)O)o1	43.6
O=C(O)c1cccc2c(=O)oc3ccccc3c12	15.0
CC1=C(C)CC2C(=O)C3=C(C(=O)C2C1)C1c2ccccc2C3c2ccccc21 (stereo unspecified)	12.9
CCOC(=O)C(C)Sc1nnnn1-c1ccccc1 (stereo unspecified)	-9.1
Cc1ccccc1NC(=O)c1cc2ccccc2c(/C=N/n2cnnc2)c1O	93.7
O=C(O)/C(=C/c1ccccc1)c1c(F)c(F)c(F)c(F)c1F	-42.4
Cc1cc(Cl)ccc1OCC(=O)Nc1cccc(-c2nc3ncccc3o2)c1	6.6
Cc1cc(C)cc(NC(=O)C2CCCCC2)c1	-13.7
NC(=O)c1ccc(CN2CCN(Cc3ccccc3)CC2)cc1	0.8
COc1ccc(CNc2ccc3c(c2)ncn3-c2ccc(OC)cc2)cc1	-10.1
COc1ccc(C(=O)CC(c2ccc(C(C)C)cc2)S(=O)(=O)c2ccc(C)cc2)cc1 (stereo unspecified)	-11.0
COC(=O)COc1cc(Br)c(/C=C2\C(=O)NC(=O)N(c3cc(C)cc(C)c3)C2=O)cc1OC	-1.9

Further structures:
SMILES	VHR inh color
O=C(CSc1nc2ccccc2s1)Nc1nc2ccccc2s1	-12.2
CCNC(=O)CC1S/C(=N\N=C(/C)c2ccccc2)NC1=O (stereo unspecified)	-3.4
CC1=C(C(=O)OC(C)C)C(c2ccc(OCC(N)=O)cc2)NC(=O)N1 (stereo unspecified)	-23.9
Cc1ccc(Nc2nc3ccc(C)cn3c(=O)c2/C=N/O)cc1	10.5
CN(C)c1ccc(/C=C2\SC(=S)N(NC(=O)c3ccccc3Cl)C2=O)cc1	-7.2
Oc1ccc(-c2nc(-c3ccccc3)c(-c3cccs3)[nH]2)cc1O	17.8
COC(=O)C(NC(=O)c1ccccc1)c1ccccc1 (stereo unspecified)	-6.4
CC(C)c1ccc(N2C(=O)NC(=O)/C(=C/C=C/c3ccco3)C2=O)cc1	11.1
Cc1cc(-c2ccccc2)[n+]2cc(Br)ccc2n1	-3.9
Cc1ccc2oc(-c3cc(NC(=O)c4ccc(C(C)(C)C)cc4)ccc3O)nc2c1	-17.2
C=CCN1C(=O)/C(=C\c2ccc(C(=O)OC)cc2)C(C(=O)OC)=C1C	14.0
Clc1ccc(Nc2nc(N/N=C\c3cccnc3)nc(N3CCOCC3)n2)cc1	-2.4
NC(=O)c1cc(NC(=O)c2ccc(Cl)c(Cl)c2)cc(C(N)=O)c1	-4.4
CC(=O)c1ccc(-n2c(C)ccc2-c2ccccc2)cc1	0.0
CC1CCOP(=O)(C(Nc2ccc(C(C)C)cc2)c2ccc([N+](=O)[O-])cc2)O1 (stereo unspecified)	-2.8
COc1ccc(C)cc1N(CC(=O)O)S(C)(=O)=O	-8.1
CC(=O)Oc1ccc2oc(C)c(C(=O)O)c2c1	10.8
COc1ccc(OC)c(NC(=O)c2cc3ccccc3o2)c1	-4.0
COc1cc(C(=S)N2CCOCC2)cc(OC)c1OC(=O)CCc1ccccc1	12.8
Cc1cccc(/C=N\NC(=O)c2ccccc2Cl)c1O	-7.1
Cc1cccc(OCC(=O)Nc2ccc(Cl)c(Cl)c2)c1	0.6
CCN1C(=O)/C(=C\c2ccc(C)cc2)SC1=S	-11.7
CCOc1cc(/C=C2/C(=O)NC(=O)N(c3ccc(C)cc3)C2=O)ccc1OC	-5.0
CC1(C)OC(=O)C(=Cc2ccc(-c3ccc(Cl)cc3Cl)o2)C(=O)O1	1.3
CCOC(=O)c1c(NC(=O)c2ccncc2)sc2c1CC(C)(C)OC2	-10.0
CC(C)Cn1c(=S)[nH]c2sc3c(c2c1=O)CC(C)(C)OC3	12.5
Cc1ccc2ccc(S(=O)(=O)n3nc(C)cc3C)cc2c1	-7.4
CCCC(C)NS(=O)(=O)c1c(C)cc(C)cc1C (stereo unspecified)	-17.3
O=C(Nc1ccc(Oc2ccccc2)cc1)c1ccc([N+](=O)[O-])cc1	-2.5
O=C(CNc1n[nH]c(=O)[nH]c1=O)N/N=C/c1c(Cl)cccc1Cl	-12.3
COc1ccc(C(NC(=O)c2ccccc2)c2c(O)ccc3ccccc23)cc1 (stereo unspecified)	-7.9
Cc1ccc(-c2noc(-c3ccc(C)cc3)n2)cc1	-9.7
COCCN1C(=O)/C(=C2/C(=O)N(C)c3ccccc32)SC1=S	19.6
O=C1N=C(N2CCCC2)S/C1=C\c1ccccc1	-10.1
CC(=O)NC1=NC(=O)/C(=C\c2ccc(-c3ccc(Cl)c(C(=O)O)c3)o2)S1	5.5
N#C/C(=C(/O)CO/N=C/c1ccccc1Cl)c1nc2ccccc2[nH]1	3.8
Cc1cc(=O)oc2cc(OCC(=O)C(C)(C)C)ccc12	-9.0
O=C(NC(=S)Nc1ccc(Br)cn1)c1ccco1	-1.6
O=C(NCCCOC(=O)c1ccccc1Br)c1ccccc1Br	-13.2
O=C(Nc1ccc(C(=O)Nc2ccc(Cl)cc2)cc1)c1ccccc1	9.4
CC1=NN(c2ccccc2)C(=O)C1/C=C1\NC(=S)NC1=O (stereo unspecified)	5.2
CCOC(=O)c1c(NC(=O)c2ccc(F)cc2)sc(C)c1CC	1.3
Clc1cccc(CSc2nnc(-c3ccc(Cl)cc3Cl)o2)c1	-13.0
Cc1cc([N+](=O)[O-])ccc1N=Cc1ccc(O)cc1O	16.8
CCCCOc1ccc(-c2cnc(S(C)(=O)=O)nc2)cc1	-14.1
C/C(CC(=O)NC12CC3CC(CC(C3)C1)C2)=N\NC(=O)c1ccccc1I	-39.4
CC(C)N(CC#CC(O)(c1ccccc1)c1ccccc1)C(C)C	4.0
C=CCc1cc(/C=C2\C(=O)NC(=S)N(c3cccc(Br)c3)C2=O)cc(OC)c1O	77.4*
CC1(C)C(C=C(Cl)Cl)C1C(=O)ON1C(=O)CCC1=O (stereo unspecified)	-0.7
N#C/C(=C\c1cccc(O)c1)C(=O)Nc1ccc(F)cc1	5.2

Part of the list above, with each value named:
CC1=NN(c2ccccc2)C(=O)C1/C=C1\NC(=S)NC1=O (stereo unspecified)
  VHR inh color = 5.2
CCOC(=O)c1c(NC(=O)c2ccc(F)cc2)sc(C)c1CC
  VHR inh color = 1.3
Clc1cccc(CSc2nnc(-c3ccc(Cl)cc3Cl)o2)c1
  VHR inh color = -13.0
Cc1cc([N+](=O)[O-])ccc1N=Cc1ccc(O)cc1O
  VHR inh color = 16.8

New compounds follow:
SMILES	VHR inh color
Cc1cc2c(cc1C)NC(c1cccc(C(F)(F)F)c1)C1=C(CC(C)(C)CC1=O)N2 (stereo unspecified)	41.1
COc1ccc(-n2c(/C=C/N(C)C)c([N+](=O)[O-])c3ccc(O)c(COC(C)=O)c32)cc1	3.4
CC1CCN(S(=O)(=O)c2cccc3cccnc23)CC1	-39.9
CC(C(=O)NCCCN1CCOCC1)(c1ccccc1)c1ccccc1	-8.7
CCOC(=O)CCCSc1nc2sc(C)c(C)c2c(=O)[nH]1	95.1
COc1ccc(C2CC(=O)N(CCCN(C)C)C2)cc1 (stereo unspecified)	-3.6
CCCCNCCCOc1ccccc1CC	-39.6
Cc1ccccc1S(=O)(=O)NNC(=O)c1ccccc1O	-9.4
Cc1cc(C)c2cccc(NC(=S)NC(=O)c3ccccc3)c2n1	11.9
CCOC(=O)N1CCN(C(=O)/C(=C/c2ccc3c(c2)OCO3)NC(=O)c2cccs2)CC1	-8.4
CC(=O)Nc1nc(C)c(-c2csc(Nc3ncccn3)n2)s1	-24.7
COc1cccc(CN2CCN(S(C)(=O)=O)CC2)c1	-0.3
CCOC(=O)c1ccc(NC2=C(N3CCCCC3)C(=O)c3ccccc3C2=O)cc1	4.8
C[n+]1ccn2c3c(c4cc(C5CCCCC5)ccc42)CCCc31	-0.2
CCOc1ccc(N(CC(=O)Nc2ccc(C(C)C)cc2)S(C)(=O)=O)cc1	-8.2
CC1=C(C(=O)OC2CCCC2)C(c2ccc(Cl)cc2)NC(=O)N1C (stereo unspecified)	1.7
O=C1NC(=O)N(c2ccc(Br)cc2)C(=O)/C1=C\c1ccc(-c2ccccc2[N+](=O)[O-])o1	15.4
COc1ccccc1C(O)(C(=O)Nc1ccccn1)c1ccccc1OC	21.6
Cc1cc2nc(-c3ccc(NC(=O)c4ccco4)cc3O)oc2cc1C	5.4
Cc1ccc(NC2CC(=O)N(c3cccc(C(F)(F)F)c3)C2=O)cc1 (stereo unspecified)	-15.7
O=C(O)/C(=C\c1ccc(Cl)cc1)NC(=O)c1ccco1	7.9
CCN(CC)CCCCCCOc1ccc(Cl)cc1	-4.1
COC(=O)C1=C(C)N(c2ccc(C)c(C)c2)/C(=C/c2ccco2)C1=O	-16.4
CS(=O)(=O)N(Cc1ccccc1)c1ccc(C(=O)N2CCOCC2)cc1	-24.0
Cc1ccc(NC2CC(C)N(C(=O)CN3C(=O)c4ccccc4C3=O)c3ccc(C)cc32)cc1 (stereo unspecified)	-7.4
CCOC(=O)C1=C(c2ccccc2)OC(N)=C(C#N)C1c1cccs1 (stereo unspecified)	-2.1
O=C(CN1C(=O)c2ccccc2C1=O)Nc1cccc2ncccc12	9.3
COC(=O)c1ccc(-c2ccc(C=C3C(=O)NC(=S)NC3=O)o2)cc1	-9.4
O=C(COc1ccc2ccccc2c1)Nc1ccc(-c2nc3cccnc3o2)cc1	11.2
O=C(N/N=C/c1cc(Br)c(Br)o1)C(O)(c1ccccc1)c1ccccc1	10.9
O=[N+]([O-])c1cc(Cl)ccc1NCCCNS(=O)(=O)c1ccccc1	-18.4
COC(=O)c1ccc2c(c1O)C(=O)c1ccccc1C2=O	-9.1
CCOc1cc(/C=C2\C(=O)NC(=O)N(c3ccc(Cl)cc3)C2=O)c(Br)cc1OC	3.1
